UDG counterscr: UDG inhibition counter-screen | Potency, µM (top dose mostly 115 µM), for the others: top-dose activity change, negative = inhibition, actives largely listed as inhibitors | FRET deamination/UDG coupled assay, UDG read, 4 h | AID 1347430 | 91,000 tested, 0.14% active; note: nearly all actives have a fitted effect of over 65% in size
AID inhibitor: blocks human AID cytidine deaminase activity; Q9GZX7; AID deamination FRET fluorescence, UDG-coupled, 4 h; Potency, µM (doses to about 115 µM), for the others: top-dose activity change, negative = inhibition, usual class: inhibitors; 91,000 tested, 0.32% active; note: nearly all actives have a fitted effect of over 25% in size
Target sequence (Q9GZX7 whole entry, looked up): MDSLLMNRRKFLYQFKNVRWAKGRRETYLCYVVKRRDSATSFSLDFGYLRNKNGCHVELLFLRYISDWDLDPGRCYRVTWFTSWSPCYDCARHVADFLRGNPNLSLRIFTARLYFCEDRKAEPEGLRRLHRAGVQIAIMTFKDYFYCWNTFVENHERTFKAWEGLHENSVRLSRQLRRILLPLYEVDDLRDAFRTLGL
Starred values were filed as active, the others as inactive; ? = inconclusive; [ ] = dose if it differs, or a comment. Calls come from the whole dose curve; as a rule, active = well fitted curve in the direction sought with a large enough effect; inconclusive = small, poorly fitted or top-dose-only effect, or another doubt; inactive = no such curve, though single readings can be large; an effect the other way counts as inactive or inconclusive. % is set by controls: 0 for no effect and ±100 for the full control effect; potency is the fitted concentration of half-maximal effect.

SMILES	UDG counterscr	AID inhibitor
COC(=O)c1ccc(/C=C/c2nc3ccc(OC)cc3s2)cc1	3%	61%[activator]
CCCCOc1ccc(C(=O)NCCc2sc3nc(-c4ccc(OC)cc4)nn3c2C)cc1	-10%	-16%
CN(C(=O)COC(=O)Cn1cnc2c1c(=O)n(C)c(=O)n2C)c1ccccc1	10%	-12%
CC(C)N1C[C@@H](C)C(=O)C[C@@H]1C	0%	-1%
Cc1cc(O)c(C(c2ccc(F)cc2)N2CCN(c3ccccc3)CC2)c(=O)n1Cc1ccco1 (configuration not stated)	40%[activator]	-12%
COc1ccc(-c2nc3ccccc3o2)cc1NC(=O)c1ccc(-c2cccc(Cl)c2C)o1	-6%	5%
CCN(CC)Cc1c(NC(=O)c2ccc(OC)cc2)sc2c1CCCC2	-12%	12%
N#CC1=C(N)OC2=C(C(=O)CCC2)C1c1cccc2ccccc12 (configuration not stated)	-4%	5%
Cc1ccc(SC(C)C(=O)Nc2ccc(C)cc2C)cc1 (configuration not stated)	2%	-5%
COc1ccc2c(c1)CCc1c(C(=O)Nc3ccc(F)c(Cl)c3)noc1-2	0%	1%
CCOc1ccc(CN(CC)Cc2cc(=O)oc3ccc(OC)cc23)cc1	4%	-3%
CC(=O)Nc1ccc(Sc2ccnc3cc(Cl)ccc23)cc1	-1%	2%
CC(=O)Oc1ccc(OC(C)=O)c2ccccc12	-25%	11%
Cc1ccc(C(=O)Nc2ccccc2C(F)(F)F)c(Cl)c1	-2%	-6%
Cc1ccc(-n2nc3c(N4CCC(C(=O)N5CCCCC5)CC4)nnc(C)c3c2C)cc1	-1%	-28%
COc1ccc(C(=O)N/C(=C\c2cn(S(=O)(=O)N(C)C)c3ccccc23)C(=O)NCCCn2ccnc2)cc1	1%	-13%
CCC(Oc1ccccc1)C(=O)Nc1ccc(OCc2cc(=O)n3ccc(C)cc3n2)cc1 (configuration not stated)	1%	4%
CCc1c(C)sc2c1CCN(Cc1ccc(C#N)cc1)C2c1ccccc1 (configuration not stated)	-19%	2%
CC(C)Cn1c(=O)c2ccccc2n2c(CCC(=O)NCc3ccc(Cl)cc3)nnc12	-6%	3%
CCc1ccc(-n2c(=O)c3c(C)c(C(=O)N(C)C)sc3n(Cc3cccc(C)c3)c2=O)cc1	-2%[57.5 µM]	3%
CCN(CC)c1ccc(NC(=O)CN2CCN(S(=O)(=O)c3ccc(C(C)C)cc3)CC2)cc1	?	?
Fc1ccc(C(NCCc2ccc(Cl)cc2)c2nnc(-c3ccccc3)o2)c(Cl)c1 (configuration not stated)	3%	5%
Cc1ccc(NC(=O)c2c(C)oc3ccc(O)c(CN4CCN(Cc5ccccc5)CC4)c23)cc1	8%	0%
COc1ccc(NC(=O)CCCCCNC(C)=O)c2cccnc12	0%	4%
O=C(COc1ccccc1)Nc1nnc(S(=O)(=O)N2CCCCCC2)s1	-1%	-3%
CCc1ccc(NC(=O)c2ccc(F)c(S(=O)(=O)NC3CCCCCC3)c2)cc1	-3%	8%
Cc1ccc(-c2cc(C(=O)OCC(=O)NCCc3ccccc3)c3ccccc3n2)o1	-1%	-4%
COC(=O)c1cc(Br)ccc1O	1%	6%
CCC(NC(=O)OC)C12CC3CC(CC(C3)C1)C2 (configuration not stated)	-3%	-3%
COc1ccc(-n2nc(C(=O)N3CCN(c4ccccc4OC)CC3)c3c4ccccc4n(C)c3c2=O)cc1	3%	6%

Profiles, looked up by structure:
COC(=O)c1cc(Br)ccc1O across the screens: UDG counterscr = 1%; AID inhibitor = 6%
O=C(COc1ccccc1)Nc1nnc(S(=O)(=O)N2CCCCCC2)s1 across the screens: UDG counterscr = -1%; AID inhibitor = -3%

New compounds follow.
SMILES	UDG counterscr	AID inhibitor
CCCCCCCCCOc1ccc(C(=O)O)cc1	-9%	?
CCN(CC)c1ccc(NS(=O)(=O)c2ccc(C)c(C)c2)cc1	10%	-2%
Cc1ccc(CCNC(=O)CCS(=O)(=O)c2ccc3c(c2)oc(=O)n3C)cc1	10%[57.5 µM]	21%[57.5 µM]
CCn1c(C(=O)N2CCCC(C(=O)N3CCN(c4cc(C)ccc4C)CC3)C2)cc2sccc21 (configuration not stated)	?	?
Cc1cccc(CNC(=O)c2cc(-c3ccncc3)nc3ccccc23)c1	-14%	-17%
Cn1c2c(c(=O)n(C)c1=O)C(c1ccccc1C(F)(F)F)CC(=O)N2 (configuration not stated)	9%	35%[activator]
O=C(O)CCS(=O)(=O)Cc1cccc(Br)c1	-6%	-4%
O=C(CCn1ccc2cc(S(=O)(=O)N3CCCCC3)ccc21)NCC1CCCO1 (configuration not stated)	-19%	-18%
CCCCN(C)C(=O)C1CCN(C(=O)c2ccc(Br)cc2)CC1	15%	2%
COC(=O)CNc1nc(-c2ccccc2)c2cc(C)ccc2n1	-1%	-1%
Cc1ccc(-c2ccc(OC(=O)c3ccccc3)c(C)c2)cc1	4%	-5%
CCn1c(SC)nc2c([nH]c3ccccc32)c1=O	-11%	-12%
CC(SCc1cccc(Cl)c1)C(=O)NC(N)=O (configuration not stated)	0%	3%
O=C(N/N=C/c1ccccc1OCCCOc1ccccc1Cl)c1ccccc1	1%	-2%
COc1ccccc1Nc1nn2c(=O)c3ccc(C(=O)NCCc4ccccc4)cc3nc2s1	-11%	?
Cc1nc(-n2ccc3nc4ccn(C5CCCCCC5)c(=O)c4cc3c2=O)n[nH]1	1%	-6%
CCCCCc1ccc(-c2ccc(C3=CC(=O)C(CCC)CC3)cc2)cc1 (configuration not stated)	-3%	-2%
CC1=C(c2ccc(C)c(C)c2)S(=O)(=O)N=C1N1CCC(C(=O)NC(C)c2ccccc2)CC1 (configuration not stated)	10%	6%
CN1C(=O)c2ccccc2Sc2ccc(NC(=O)Nc3ccccc3F)cc21	-14%	-7%
Cc1ccc(Cl)cc1NC(=O)c1nn(C)c2c1CCc1sccc1-2	7%	5%
COc1ccc(-c2cc3nc(C4CCN(C(=O)OC(C)(C)C)CC4)c(C(=O)Nc4cc(C)cc(C)c4)cn3n2)cc1	34%[activator]	-4%
Cc1cccc(Cn2c(N3CCN(CC(N)=O)CC3)nc3c2c(=O)[nH]c(=O)n3C)c1	1%	-5%
S=C(NCCc1ccccc1)N/N=C/c1cccc(Br)c1	-12%	-18%
c1n[nH]cc1-c1cn[nH]c1	-4%	-6%
COc1ccc2c(c1)c1c(c(=O)n(Cc3ccccc3)c(=O)n1Cc1ccccc1Cl)n2C	5%	7%
Cc1cccc2sc(NC(=O)c3ccc[n+]([O-])c3)nc12	-6%	1%
O=C(/C=C/c1ccco1)Nc1ccc(F)cc1	-8%	9%
N#Cc1ccccc1Cn1c(SCC(=O)NCc2ccccc2)nc2ccccc21	?	-20%
COc1ccc(NC(=O)CSc2ccc3nc(-c4ccccc4)cn3n2)cc1OC	-2%	-8%
CCOC(=O)c1[nH]c(C)c(C(=O)OC(C)C(C)=O)c1C (configuration not stated)	-3%	-7%

An excerpt of these results, with two lines to a compound:
Below each compound – UDG counterscr | AID inhibitor
CC(C)Cn1c(=O)c2ccccc2n2c(CCC(=O)NCc3ccc(Cl)cc3)nnc12
    -6% | 3%
CCc1ccc(-n2c(=O)c3c(C)c(C(=O)N(C)C)sc3n(Cc3cccc(C)c3)c2=O)cc1
    -2%[57.5 µM] | 3%
CCN(CC)c1ccc(NC(=O)CN2CCN(S(=O)(=O)c3ccc(C(C)C)cc3)CC2)cc1
    ? | ?
Fc1ccc(C(NCCc2ccc(Cl)cc2)c2nnc(-c3ccccc3)o2)c(Cl)c1 (configuration not stated)
    3% | 5%
Cc1ccc(NC(=O)c2c(C)oc3ccc(O)c(CN4CCN(Cc5ccccc5)CC4)c23)cc1
    8% | 0%
COc1ccc(NC(=O)CCCCCNC(C)=O)c2cccnc12
    0% | 4%
O=C(COc1ccccc1)Nc1nnc(S(=O)(=O)N2CCCCCC2)s1
    -1% | -3%

Next entries:
SMILES	UDG counterscr	AID inhibitor
CCCCc1cc2cc(C(=O)Nc3ccc(C)cc3)ccc2nc1Cl	5%	9%
CCOc1ccc(S(=O)(=O)NCCc2csc(-c3ccc(Cl)cc3)n2)cc1	-10%	-10%
COCCOC(=O)c1c(C)oc2c1cc(NS(=O)(=O)c1ccc(Cl)c(C)c1)c1ccccc12	-17%[57.5 µM]	-9%[57.5 µM]
COc1ccccc1NC(=O)c1nnn(-c2ccc(F)cc2)c1C	34%[activator]	9%
Cc1ccc(CNC(=O)c2c(O)nc3c(C)cccn3c2=O)cc1	-11%	-1%
O=C(CSc1nc2ccccc2nc1Cc1ccccc1)Nc1ccccc1C(F)(F)F	-17%	?
CCOCCCNC(=O)c1cc2c(=O)n(C)c3ccccc3c2n1C	-11%	-1%
O=C(O)c1ccc(-c2ccc(CNC3CCCCC3)o2)cc1	0%	-6%
CN1CCN(C(=O)CN2CCN(C(C(=O)O)c3cn(C)c4ccc(C(=O)O)cc34)CC2)CC1 (configuration not stated)	0%	-3%
O=C(NCc1cccnc1)c1ccc(-c2ccccc2)cc1	2%	0%
COc1ccc(N2C(=O)c3cc4oc(C)cc4n3CC2(C)C(=O)NC2CCCCCC2)cc1OC (configuration not stated)	1%	1%
C[N+]1(CCCCC[N+]2(C)CCCC2)CCCC1	4%	7%
CCc1ccc(CNC(=O)c2cc3ccccn3n2)cc1	-3%	-23%
COc1ccc2nc(/C(C#N)=C\c3ccc(I)cc3)[nH]c2c1	-1%	36%[activator]
COc1ccc(CCNC(=O)C2CCN(c3ncnc4c3nc3n4CCCCC3)CC2)c(OC)c1	0%	-5%
Cc1cc(C)n(CCc2nc3c4ccccc4nc(SCc4ccc(F)cc4)n3n2)n1	-19%	-1%
CNc1nc(-c2cc(C)n(-c3cc(C)on3)c2C)cs1	3%	89%[activator]
C/C(=N\N=C(N)N)C1CCCCCCCCCCC1	-5%	-16%
COc1ccccc1NC(=O)CSc1oc(-c2ccc(F)cc2)nc1S(=O)(=O)c1ccc(Br)cc1	-10%	-3%
O=C(CSCn1nnc2c(=O)[nH]c(Cc3ccc(F)cc3)nc21)Nc1cccc(C(F)(F)F)c1	4%	28%
C=C(CS(=O)(=O)c1ccc(C)cc1)S(=O)(=O)c1ccc(C)cc1	-4%	-22%
O=Cc1cc(F)ccc1N1CCOCC1	6%	2%
Clc1ccc(COc2ccccc2CNCc2cccnc2)c(Cl)c1	-7%	-13%
CC(C)CCNc1nc(C(=O)Nc2nnc(C3CC3)s2)cs1	-6%	-9%
COC(=O)c1ccc(NC(=O)CN2C(=O)CCc3cc(S(=O)(=O)N4CCCCC4)ccc32)cc1	9%	15%
Cc1cc(C)cc(-n2ccn(Cc3ccc(F)cc3)c(=O)c2=O)c1	6%[57.5 µM]	8%
O=C(Nc1nnc(S(=O)(=O)N2CCCc3ccccc32)s1)c1ccccc1Br	9%	-13%
Cc1ccc2c(=O)cc(C(=O)Nc3sc4c(c3C(=O)NCc3ccco3)CCC4)oc2c1	-2%[57.5 µM]	3%[57.5 µM]
O=C(Cn1c(=O)c2cccn2c2ccc(F)cc21)NCc1cccc(Cl)c1	4%[57.5 µM]	3%
CCOC(=O)C(=O)Nc1ccc(O)c(C(=O)OC)c1	-5%	4%
COC(=O)c1ccccc1NC(=O)Cn1cnc2sc(C)c(S(=O)(=O)N3CCC(C)CC3)c2c1=O	-3%	1%
O=C1C(=O)N(C2CCN(S(=O)(=O)c3ccccc3)CC2)CCN1Cc1ccccc1	38%[activator]	6%

A portion of the library, so the mix of outcomes need not match the whole.
